hcGAS lum: blocks human cGAS activity. Q8N884. recombinant h-cGAS, ATP depletion, Kinase-Glo luminescence. inhibition, % at 12.5 µM. actives 0.081% (n = 290,000);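 also: 0% = vehicle reaction and 100% = reaction without DNA for no activity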
Target sequence (Q8N884 whole entry, looked up): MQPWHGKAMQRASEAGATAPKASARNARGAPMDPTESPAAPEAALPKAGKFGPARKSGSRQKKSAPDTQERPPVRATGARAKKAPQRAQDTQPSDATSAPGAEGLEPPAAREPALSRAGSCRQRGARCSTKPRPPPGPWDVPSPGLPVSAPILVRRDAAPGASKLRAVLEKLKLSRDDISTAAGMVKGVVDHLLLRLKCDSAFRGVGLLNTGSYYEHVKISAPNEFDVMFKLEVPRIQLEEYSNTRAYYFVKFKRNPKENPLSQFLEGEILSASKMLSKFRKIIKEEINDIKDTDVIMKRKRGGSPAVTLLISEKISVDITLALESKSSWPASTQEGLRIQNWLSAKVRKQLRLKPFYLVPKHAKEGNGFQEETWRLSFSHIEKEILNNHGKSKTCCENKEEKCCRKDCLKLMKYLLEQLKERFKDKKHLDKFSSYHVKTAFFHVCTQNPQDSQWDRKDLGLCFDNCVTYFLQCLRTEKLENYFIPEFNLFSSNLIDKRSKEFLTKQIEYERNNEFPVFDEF
NPYLR7 agonist: activates Aedes aegypti NPYLR7 receptor. actives 0.15% (n = 270,000). AID 1259423. HEK293T NPYLR7/Galpha15, GCaMP6s calcium fluorescence. activation, % at 10 µM; in the data active = activation above about 40%;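 also: 0% = vehicle and 100% = reference agonist at the receptor; some compounds past the cut are filed as inactive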
mcGAS lum: blocks mouse cGAS activity; recombinant cGAS, Kinase-Glo ATP depletion luminescence; inhibition, % at 12.5 µM; actives 0.15% (n = 160,000); AID 1259399;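 also: 0% = negative control wells and 100% = reference inhibitor with no enzyme activity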
* hit, by the source's call; / = not tested or not shown; & = joins results of further samples. Rule as the data show it, unless noted: active = inhibition above about 40%; inactive = the rest.

The line under a structure holds: hcGAS lum | NPYLR7 agonist | mcGAS lum
Cc1nc2c(C)cccn2c(=O)c1NC(=O)c1ccc(Br)o1
    -15 | 3 | /
Clc1ccccc1OCCn1cc(C2CC=CCC2)nn1 (configuration not stated)
    -6 | 6 | /
Cn1cnc(S(=O)(=O)NC2C3COCC2CN(CCOc2ccccc2)C3)c1 (configuration not stated)
    -2 | 16 | /
O=C(c1cnc2cc3c(cc2c1)OCO3)c1cc(F)ccc1O
    -7 | 5 | /
Cc1ccc(Cn2c(C)cc(C)c2C(=O)Nc2ccc(C(C)C)cc2)cc1
    -6 | -1 | -6
CCn1nnc2c(Nc3c(C)cc(C)cc3C)ncnc21
    -1 | 5 | -6
N#CC1(C(=O)Nc2ccc(C(F)(F)F)cc2)CCCC1
    -3 | 1 | /
O=C(c1cnc2n(c1=O)CCS2)N(c1ccccc1)C1CCCCC1
    -9 | -4 | /
CCCN(C)c1cc(Oc2ccc(C)cc2)ncn1
    2 | -7 | 1
Cc1ncc2c(c1CNC(=O)/C=C/c1cccs1)CCN(C(=O)c1ccc(-n3cccn3)cc1)C2
    -9 | 7 | -23
COc1c(Cl)cc(Cl)cc1CN1CCCC(N(C)C)CC1 (configuration not stated)
    -10 | 0 | /
COCCN1C(=O)C2(SCCN2C(=O)c2ccc(OC)cc2)c2ccccc21 (configuration not stated)
    -4 | 13 | -6
CSc1nnc(C)c(=O)n1COC(=O)c1cc(Cl)ccc1[N+](=O)[O-]
    -10 | -2 | -7
Cc1ccsc1C(=O)N1CCC1(C)C(=O)Nc1ccccc1 (configuration not stated)
    3 | -5 | -2
CC(C)(C)n1ncc(O)c(Cl)c1=O
    -6 | 0 | /
CC1=CC[C@@H]2CN(C(=O)CCn3nnnc3C)C[C@@H]2C1
    -12 | / | -6
CCc1nn(-c2cccc(F)c2)c(CC)c1C(=O)NCc1cccnc1
    -5 | / | -4
Cc1ccsc1CN(C)Cn1nc(-c2ccc(Cl)cc2)n(C)c1=S
    -1 | -3 | /
CN(Cc1ccc(F)cc1)Cc1nc(CCc2ccccc2)no1
    -7 | 2 | /
CCc1nc2ccc(C(=O)Nc3ccc(OC)c(OC)c3)cn2c1N(C)Cc1ccc(N(C)C)cc1
    -4 | 10 | -1
CN1CCNC(=O)C1CC(=O)N1CCN(C2C3CC4CC(C3)CC2C4)CC1 (configuration not stated)
    -10 | -1 | -12
CCN(c1ccccc1)S(=O)(=O)c1ccc(OC)c(NC(=O)C2CCCN(S(C)(=O)=O)C2)c1 (configuration not stated)
    -2 | 1 | /
O=C(CC(NCCC1=CCCCC1)C(=O)O)Nc1ccc(Nc2ccccc2)cc1 (configuration not stated)
    4 | 9 | 0
O=C1/C(=C/c2ccc(-c3cc(Cl)ccc3Cl)o2)C=C(c2ccccc2)N1c1ccccc1O
    -3 | 1 | -4
CCN1C(=O)C2(SC(C)(C)CN2C(=O)Nc2cccc(F)c2)c2ccccc21 (configuration not stated)
    -8 | -2 | -8
C=CCn1nc(C(=O)O)c2c1CCC(N1CC(Oc3cccc(C)c3)C1)C2 (configuration not stated)
    -2 | 32 | /
Cc1ccc(CNC(=O)NC(CC(C)C)C(=O)N2CCN(C(=O)C3CC3)CC2)cc1 (configuration not stated)
    -10 | 9 | /
O=C(NCc1cccnc1-n1ccnc1)C(=O)NC1CCCC1
    -4 | 10 | /
O=C(NC(Cn1cccn1)c1ccccc1)c1ccc2nccnc2c1 (configuration not stated)
    -1 | 2 | -14
Cc1cccc(Cn2c(=O)c(C(=O)NCCc3ccccn3)nn(-c3ccc(F)cc3)c2=O)c1
    0 | -1 | 1

A draw from above in order of length of the SMILES, largest number first:
The line under a structure holds: hcGAS lum | NPYLR7 agonist | mcGAS lum
O=C1/C(=C/c2ccc(-c3cc(Cl)ccc3Cl)o2)C=C(c2ccccc2)N1c1ccccc1O
    -3 | 1 | -4
Cn1cnc(S(=O)(=O)NC2C3COCC2CN(CCOc2ccccc2)C3)c1 (configuration not stated)
    -2 | 16 | /
Cc1ccsc1CN(C)Cn1nc(-c2ccc(Cl)cc2)n(C)c1=S
    -1 | -3 | /
Cc1nc2c(C)cccn2c(=O)c1NC(=O)c1ccc(Br)o1
    -15 | 3 | /
O=C(c1cnc2cc3c(cc2c1)OCO3)c1cc(F)ccc1O
    -7 | 5 | /
CN(Cc1ccc(F)cc1)Cc1nc(CCc2ccccc2)no1
    -7 | 2 | /
CC(C)(C)n1ncc(O)c(Cl)c1=O
    -6 | 0 | /

Continued.
The line under a structure holds: hcGAS lum | NPYLR7 agonist | mcGAS lum
COc1ccc(Nc2nc(Nc3ccc([N+](=O)[O-])cc3)nc(OC)n2)cc1
    -7 | 0 | -6
CS(=O)(=O)NCC1CN(c2ccc(F)cc2)C(=O)O1 (configuration not stated)
    5 | 3 | /
COCC(=O)N1CCN(c2cc(Oc3cc(C)ccc3Cl)ncn2)CC1C (configuration not stated)
    -4 | 10 | -5
CCC(C)NC(=O)c1cc(NC(=O)Nc2ccc(F)c(F)c2)ccc1N1CCCC1 (configuration not stated)
    -11 | -3 | -7
COc1cccc(C=C2N=C(c3ccccc3F)OC2=O)c1OC
    -6 | 1 | /
O=C(O)CNC(=O)CN1C(=O)CSC1=S
    -4 | 7 | /
C(=Nn1c(-c2ccco2)csc1=NCCc1ccccc1)c1ccco1
    -3 | -2 | /
COc1ccc(CN(CC(O)COc2ccccc2)CC2CCCO2)cc1 (configuration not stated)
    -3 | -6 | 0
O=C(O)c1nn(-c2ccccc2)nc1-c1nn(-c2ccccc2)nc1C(=O)O
    -5 | 3 | /
O=S(=O)(Cc1ccccc1)c1nc2ccccc2n1Cc1ccc(Cl)cc1
    -7 | -1 | -4
COCCN(Cc1ccc(OS(C)(=O)=O)cc1)C(=O)c1ccc2c(c1)OCO2
    -11 | -2 | -7
CCC(C)N(CC(=O)N(Cc1ccc(F)cc1)Cc1sccc1C)S(=O)(=O)/C=C/c1ccccc1 (configuration not stated)
    -3 | 12 | -4
CCOC(=O)N1CCN(c2ncnc3c2nnn3CC)CC1
    -9 | 7 | /
COc1ccccc1NC(=O)CN1C(=O)SC(=Cc2cccs2)C1=O
    -4 | 1 | -6
O=S(=O)(N=C(NS(=O)(=O)c1ccccc1)c1ccccc1)c1ccc2ccccc2c1
    -2 | 4 | -2
CC(C)(C)NC(=O)CSc1cn(CC(=O)N2CCOCC2)c2ccccc12
    -9 | -9 | -6
COc1c2c(cc3occ(-c4ccc5c(c4)OCO5)c(=O)c13)OC(C)(C)C=C2
    -5 | -4 | /
CC1(C)CC(=O)c2sc(NS(C)(=O)=O)nc2C1
    2 | 7 | /
COc1cc(OC)cc(C(=O)Nc2cc(C)nn2-c2ncnc3c2cnn3-c2ccc(C)cc2C)c1
    -5 | 5 | -9
CC(C)[C@H]1CC[C@H](C)C[C@@H]1OCC(=O)NCCCn1ccnc1
    -6 | -6 | -3
N#Cc1ccc(S(=O)(=O)NC2CC2)cc1
    -7 | 1 | /
Cc1cc(C)cc(-n2nnc(-c3nnc(-c4ccco4)o3)c2C)c1
    -10 | 3 | -8
CS(=O)(=O)c1ccc(-c2cccc3[nH]ccc23)cc1
    3 | -4 | 0
Cn1cc(CNC(=O)c2cc(CN3CCC(Cc4ccccc4)CC3)on2)cn1
    -1 | 0 | /
CN1CCN(c2nc3c(c(=O)n(C)c(=O)n3C)n2Cc2ccccc2)CC1
    3 | -6 | /
CCC(C)NC(=O)C(NC(=O)c1ccccc1Cl)C1CCN(C(=O)c2cccs2)CC1 (configuration not stated)
    -6 | 2 | -5
CCc1cnc(CNC(=O)N2CCOCC2CC)s1 (configuration not stated)
    2 | -1 | /
COc1ccc(Nc2nnc(-c3cc4cc(Cl)ccc4oc3=O)s2)c(OC)c1
    -4 | -10 | -4
CN(Cc1cccc(F)c1)S(=O)(=O)c1ccc(S(N)(=O)=O)cc1
    -2 | 1 | /
Cc1ccc(C(=O)C(C)Sc2nc(N)cc(N)n2)cc1C (configuration not stated)
    -3 | -3 | -7

The list continues.
The line under a structure holds: hcGAS lum | NPYLR7 agonist | mcGAS lum
COc1ccc(CC(=O)Oc2c(S(=O)(=O)c3ccccc3)c(C)nn2C(C)(C)C)cc1OC
    -9 | 0 | -9
COc1cccc(C=NNC(=O)c2[nH]nc3c2CCc2ccccc2-3)c1
    -3 | 4 | -6
NCCCC(=O)O
    -3&-1 | 3&1 | 0
O=C(C(NC1CCc2c(Cl)cccc21)c1ccccc1)N1CCCCC1 (configuration not stated)
    2 | -2 | /
Cc1nccn1CC1(CNC(=O)CCn2c(C)cc3ccccc32)CC1
    -10 | -3 | /
COCc1c(C(=O)NCc2nc3c(C)c(C)ccc3[nH]2)noc1C
    -4 | 21 | /
Cc1ccc(CN(C)C(=O)c2ccc(OC3CCN(S(C)(=O)=O)CC3)c(Cl)c2)o1
    -8 | 17 | -16
CC(N)=C(C#N)C(=O)COC(=O)C1=NNC(=O)CC1
    -4 | 21 | /
CCCNc1nc2c(C)cccn2c(=O)c1C=C1SC(=S)N(C(C)C)C1=O
    2 | 3 | -4
C#CCNC(=O)C(C)N1CCN(C(=O)c2cc(Cl)c(Cl)n2C)CC1 (configuration not stated)
    -6 | 5 | /
CCOCCCn1c(SCc2c(F)ccc(F)c2Cl)nc2cc(S(=O)(=O)N3CCCC(C)C3)ccc21 (configuration not stated)
    -11 | 13 | -7
C=c1ccccc1=C1N=C(c2cccc(OCc3nc(C(=O)OC)co3)c2)NO1
    -5 | 16 | /
O=C(Nn1cnc2scc(-c3ccco3)c2c1=O)c1ccccc1
    1 | 2 | -6
O=C(NC1CCC(NC(=O)[C@H]2CCCN2S(=O)(=O)c2ccc([N+](=O)[O-])cc2)CC1)c1ccccc1 (some centres not stated)
    2 | 4 | -3
COC(=O)C1CCN(C(=O)CCc2ccc(Cl)c(Cl)c2)CC1
    2 | 0 | /
CCOC(=O)CNC(=O)c1ccc(-c2cc(-c3ccccc3)n[nH]2)cc1
    -2 | 3 | -5
CC1(C(=O)NCC2CC2)CCN1C(=O)c1cccc(F)c1 (configuration not stated)
    -10 | 5 | /
CCc1ccccc1NC(=O)c1cccn(OCc2ccc(F)cc2)c1=O
    -2 | 4 | -6
CCOC(=O)c1cc(-c2ccc(N3CCN(C(=O)Cc4ccccc4)CC3)cc2)n(-c2ccc(F)cc2)n1
    -3 | 27 | -2
CC(SCc1cccc(Cl)c1)C(=O)NC1CC1 (configuration not stated)
    5 | -3 | /
COc1ccc2c(c1OC)C(=O)OC2CC(=O)c1cc(I)c(O)c(I)c1 (configuration not stated)
    5 | -5 | 8
O=c1ccc(-c2ccccc2)nn1CCCNS(=O)(=O)CCc1ccccc1
    -2 | -2 | /
Cc1ccc(CN(C)CC(O)COc2ccc(Cl)cc2)o1 (configuration not stated)
    -4 | 6 | /
COc1ccc2c(c1)CC1=C2CCC2(C)C1=CCC2OC(C)=O (configuration not stated)
    -4 | 6 | 2
COC(=O)c1ccc(-c2noc(CN3CCN(C(=O)C4CCCO4)CC3)n2)cc1 (configuration not stated)
    -1 | 0 | /
CN=c1scc(-c2ccc(C)c(C)c2)n1N=C(C)c1cccnc1
    -5 | 8 | -4
CCNc1nc(-c2ccco2)nc2ccccc12
    4 | -1 | 0
O=c1[nH]c2cc([N+](=O)[O-])c([N+](=O)[O-])cc2[nH]c1=O
    10&2 | -18&-2 | -1
COc1cccc(-c2nc(C(N)=O)c3[nH]c(=O)n(-c4ccc(OC)cc4OC)c3n2)c1
    -9 | 8 | -5
Cc1nc2c(=O)n(CC(=O)NCCc3ccccc3)nc(-c3ccccc3)c2s1
    -7 | 10 | -6

More structures
| SMILES | hcGAS lum | NPYLR7 agonist | mcGAS lum |
| --- | --- | --- | --- |
| O=C1C(C(c2ccc(F)cc2)N2CCCC2)Sc2nc(-c3ccco3)nn21 (configuration not stated) | 0 | 3 | 2 |
| O=C1CCC(C(=O)N2CCSCC2)CN1CCCc1ccccc1 (configuration not stated) | -2&-3 | -9&4 | / |
| Cc1cccc(N2C(=O)C(c3c(C)[nH]n(-c4ccccc4)c3=O)=C([n+]3ccc(C)c(C)c3)C2=O)c1 | 3 | -8 | -3 |
| CCCNc1ccc(S(=O)(=O)N2CCCC2)cc1N | -10 | -1 | / |
| COc1ccc(OCC(=O)N=Nc2c(O)n(C)c3c(C)cc(Br)cc23)cc1 | -5 | 18 | -7 |
| COc1ccc(-c2[nH]ncc2CN2CCC(CCC(=O)Nc3cccc(C)c3)CC2)cc1 | -11 | 7 | -12 |
| COc1ccc(-c2csc(-n3[nH]c(-c4ccc([N+](=O)[O-])cc4)c(N=Nc4ccc5ccccc5c4)c3=O)n2)cc1 | 2 | -5 | -2 |
| COCCn1c(=NC(=O)c2ccno2)sc2cccc(F)c21 | -2 | -7 | -9 |
| c1csc(-c2csc(N3CCCCC3)n2)c1 | -14 | 3 | / |
| NC(=O)CSc1nc2[nH]ncc2c(=O)n1-c1ccccc1 | -7 | 8 | -9 |

The results go on:
| SMILES | hcGAS lum | NPYLR7 agonist | mcGAS lum |
| --- | --- | --- | --- |
| CCc1cccc2c(C(CC(=O)N3CCC4(CC3)OCCO4)c3cccc4c3OCO4)c[nH]c12 (configuration not stated) | -6 | 28 | -4 |
| COc1cccc(CNC(=O)C2(N3CCCCC3)Cc3ccccc3C2)c1 | -2 | 1 | -6 |
| CC(C)(C)CN1CC(NC(=O)CSc2ccccc2)CC1=O (configuration not stated) | -9 | 13 | / |
| CC(C)c1ccc(NC2CCCN(C(=O)c3cc(=O)n(C)c(=O)n3C)C2)cc1 (configuration not stated) | -9&-1 | 15&1 | -3 |
| NS(=O)(=O)c1ccc(NN=Cc2ccco2)c([N+](=O)[O-])c1 | -10 | 4 | / |
| O=S(=O)(NCCc1nnc2ccc(SCc3ccccc3)nn12)c1ccccc1 | -6 | 1 | -7 |
| Nc1cc(-c2cccc(C(F)(F)F)c2)nn1-c1ccc(C(=O)N[C@H](CO)Cc2ccccc2)cc1 | -7 | -4 | -5 |
| Cc1ccc(OCCN(C)C(=O)C2CC23CCN(Cc2ccc(F)cc2F)CC3)cc1 (configuration not stated) | -7 | 26 | -13 |
| CSc1nc(C2CC2)cc(C(=O)O)c1C#N | -1 | 5 | / |
